Screening data (PubChem)
TbMetRS inhib: Trypanosoma brucei MetRS inhibition | purified T. brucei MetRS, ATP depletion, Kinase-Glo luminescence | inhibition, % at 11.9 µM | hit rate 0.4% among 360,000 | AID 624268;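 active means inhibition above a per-plate cutoff of the control wells' mean inhibition plus 3 SD, cut at about 5.5% in these data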;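 further: 0% = DMSO wells median and 100% = median of wells with control inhibitor compound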
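Measured by: Kinase-Glo luciferase luminescence reporting remaining unconsumed ATP. Material: purified T. brucei MetRS enzyme. Doses: 11.9 µM compound single dose, 0.9% DMSO. Medium: HEPES buffer containing pyrophosphatase, BSA, spermine, DTT. Times: 15 min preincubation, 2 h reaction, all 25 °C. Reagent: methionine, ATP and bulk E. coli tRNA.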
Rin1 Abl inh: inhibitors of human Rin1-Abl protein interaction; P00519+Q13671; TR-FRET Rin1/Abl binding, biochemical; inhibition, % at 7.35 µM; hit rate 0.4% among 360,000; in the data active means inhibition above about 5%, passing the limit was not always enough
FAS-TE inh: FAS thioesterase (human) inhibition; P49327; recombinant FAS-TE, OMFH fluorogenic substrate, fluorescence endpoint; inhibition, % at 15 µM; hit rate 0.67% among 360,000;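 active means compounds whose normalised, plate-corrected inhibition of enzyme fluorescence in the single-dose primary screen is 50% or more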;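 further: 0% = DMSO with enzyme and 100% = substrate without enzyme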
MLLE-PAM2 inh: inhibitors of microRNA-mediated deadenylation, human PABP1 MLLE binding | GST-MLLE / FITC-PAM2 fluorescence polarization | inhibition, % at 20 µM | hit rate 0.36% among 360,000 | AID 588489; in the data active means inhibition above about 35%, passing the limit was not always enough;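 further: plate controls were DMSO wells with GST-MLLE for no effect and wells lacking GST-MLLE protein for full effect; some results filed as inactive read as strong as hits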
eLon inh: E. coli protease La inhibition; P0A9M0; purified E. coli Lon protease, fluorescence polarization; inhibition, % at 7.94 µM; hit rate 0.42% among 360,000; AID 602123; in the data active means inhibition above about 13%, passing the limit was not always enough;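 further: 0% = enzyme with probe and DMSO and 100% = no enzyme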
Target sequence (P0A9M0 whole entry, looked up): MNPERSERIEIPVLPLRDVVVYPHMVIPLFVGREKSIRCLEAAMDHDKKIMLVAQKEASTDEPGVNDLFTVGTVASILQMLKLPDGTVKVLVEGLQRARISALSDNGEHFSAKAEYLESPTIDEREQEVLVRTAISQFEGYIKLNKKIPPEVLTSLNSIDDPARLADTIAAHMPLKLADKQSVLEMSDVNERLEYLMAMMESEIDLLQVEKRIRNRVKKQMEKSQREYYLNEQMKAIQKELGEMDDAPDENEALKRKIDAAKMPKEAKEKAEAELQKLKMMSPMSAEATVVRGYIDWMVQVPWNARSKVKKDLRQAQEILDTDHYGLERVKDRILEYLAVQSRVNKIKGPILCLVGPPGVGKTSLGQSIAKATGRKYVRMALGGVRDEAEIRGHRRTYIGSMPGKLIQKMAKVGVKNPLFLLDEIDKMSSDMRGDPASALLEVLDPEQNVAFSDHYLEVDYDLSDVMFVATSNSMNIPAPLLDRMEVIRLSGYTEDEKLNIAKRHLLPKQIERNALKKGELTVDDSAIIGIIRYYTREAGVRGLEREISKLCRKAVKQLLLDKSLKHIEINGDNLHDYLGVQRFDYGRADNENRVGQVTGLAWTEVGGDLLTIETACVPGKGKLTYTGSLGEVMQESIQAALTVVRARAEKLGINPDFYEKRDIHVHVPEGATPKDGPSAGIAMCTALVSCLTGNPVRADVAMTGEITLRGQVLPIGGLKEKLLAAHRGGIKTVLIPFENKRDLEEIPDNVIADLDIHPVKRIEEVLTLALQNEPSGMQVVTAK
CSN inh: inhibitors of human CSN-mediated cullin deneddylation. Purified CSN, SCF-Nedd8-OG deneddylation, fluorescence polarization. Q92905. inhibition, % at 12.5 µM. hit rate 0.38% among 360,000. AID 651999;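 active means pattern-corrected inhibition above about 35%, with an unprinted fluorescence ratio check between 0.5 and 1.5, limit read from the data, passing the limit was not always enough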;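 further: 0% = enzyme with substrate and 100% = substrate without enzyme; some results filed as inactive read as strong as hits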
Target sequence (Q92905 whole entry, looked up, one chain of several): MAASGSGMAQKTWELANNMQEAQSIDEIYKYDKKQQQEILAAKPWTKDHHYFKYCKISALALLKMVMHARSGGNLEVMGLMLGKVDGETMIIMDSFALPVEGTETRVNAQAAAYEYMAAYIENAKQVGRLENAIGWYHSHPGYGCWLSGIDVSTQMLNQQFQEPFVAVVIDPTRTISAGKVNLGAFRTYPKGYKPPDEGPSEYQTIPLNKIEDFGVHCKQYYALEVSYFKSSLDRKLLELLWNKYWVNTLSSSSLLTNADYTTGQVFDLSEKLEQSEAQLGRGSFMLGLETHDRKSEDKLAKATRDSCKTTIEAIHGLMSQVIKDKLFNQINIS
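Assay system: purified human Csn5 enzyme expressed in HEK293T cells; Input: 0.24 nM Csn5 enzyme, final concentration; Reagent: 10 nM SCFSkp2-Nedd8OG; Compound dosing: 12.5 µM single point; Times: reaction 90 min, room temperature; Technique: fluorescence polarization readout.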
Neddyl block: cullin neddylation inhibition. hit rate 0.58% among 360,000. calls only at 25 µM. P61081+Q13564. TR-FRET cullin neddylation, biochemical. AID 651699; in the data active means inhibition above about 36%
bovine MsrA act: bovine methionine sulfoxide reductase A activation; hit rate 0.3% among 360,000; activation, % at 10.6 µM; purified bovine MsrA, absorbance read-out; in the data active means activation above about 7.5%;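 further: 0% = vehicle and 100% = reference activator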
MsrA inh: bovine MsrA inhibition; inhibition, % at 15.5 µM; hit rate 0.75% among 360,000; purified bovine MsrA, absorbance read-out; in the data active means inhibition above about 4.5%;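 further: 0% = vehicle wells with enzyme and 100% = reference inhibitor wells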
An asterisk follows results filed as active; i = inactive; · = no result given. The order is random; about 4% have a hit in one of these screens.

SMILES	TbMetRS inhib	Rin1 Abl inh	FAS-TE inh	MLLE-PAM2 inh	eLon inh	CSN inh	Neddyl block	bovine MsrA act	MsrA inh
O=C(c1ccc(SCc2cccc(Br)c2)c([N+](=O)[O-])c1)N1CCN(c2ccccn2)CC1	-0.7	0	25	17	-6	-6	i	-3	-0.3
N#CCCN(C(=O)CSc1nc2ccccc2c(=O)[nH]1)c1ccc(F)cc1	-0.3	-1	-5	18	9	2	i	-2	-0.5
CCCCc1nn(-c2cc(Cl)ccc2OC)c2c1C(=O)CC(C)(C)C2	-0.2	-1	22	-1	-5	1	i	2	-1.9
Cc1ccc(NC(=O)CCS(=O)(=O)c2ccc3nc(C)sc3c2)c(C)c1	0.6	-4	1	6	-12	0	i	-1	0.0
COCCn1c(SCC(=O)Nc2cccc(OC)c2)nnc1-c1ccccc1	-1.3	-1	-7	-6	1	0	i	-9	0.8
COc1ccc(NC(=S)N2CCN(S(=O)(=O)c3ccc(F)cc3)CC2)cc1OC	-0.5	2	-6	-80	-2	2	i	-8	-1.0
O=C(CCCNC(=O)c1ccc(Cl)cc1)Nc1ccc(Br)cc1	9.1*	5	8	-9	-1	1	i	-9	-0.2
O=c1[nH]c(-c2ccc(-c3cccc(Cl)c3)o2)nc2ccccc12	-0.3	6	8	-29	-17	13	i	-5	0.3
Nc1ncnc2c1ncn2[C@@H]1O[C@H](C(=O)N[C@H]2c3ccccc3C[C@H]2O)[C@@H](O)[C@H]1O	-0.7	2	0	-1	-13	1	i	-12	-0.9
Cn1ccc2c(-c3cccnc3)cc3c(c21)C1CCC3C1 (stereo not drawn)	-0.2	0	5	0	9	-3	i	-2	0.4
O=[N+]([O-])c1ccc(/C=N/n2c(COc3ccccc3)n[nH]c2=S)cc1	0.5	0	39	-68	0	-2	i	6	-0.7
Cc1ccc(C(C)C)cc1OCC(=O)NC1CCCCCCC1	-0.3	1	22	-8	1	0	i	-2	-1.0
Cc1csc(NC(=O)c2ccc(N3CCCC3=O)cc2)n1	-2.1	-1	-10	9	14	0	i	-12	1.3
CC(C)C(O)(C#CCN1CCCC1)c1ccccc1 (stereo not drawn)	-0.9	0	-7	0	8	4	i	-4	1.4
CCOC(CN=c1nc(N(C)C)ss1)OCC	-0.4	1	-4	29	-1	-5	i	0	0.0
O=C(CCc1nc2ccccc2c(=O)[nH]1)OCC(=O)N1CCc2ccccc21	-0.2	0	-3	-12	-3	0	i	-1	1.1
CCOc1ccc(OCC)c(NC(=O)C2CCCN(c3nc(C)cc(C)n3)C2)c1 (stereo not drawn)	-0.3	0	13	1	1	-2	i	-2	·
CN(CC(=O)NC1CCCCC1)S(=O)(=O)c1ccc2c(c1)c(=O)n(C)c(=O)n2C	-0.1	0	-1	13	-5	1	i	-4	1.1
COc1cc(/C=N/n2c(C3CCCCC3)n[nH]c2=S)cc(OC)c1O	-0.8	-1	-3	-3	-1	-3	i	6	3.5
CC(=O)C1=CCC(c2cccc(Cl)c2)N(S(=O)(=O)c2ccc(C)cc2)C1 (stereo not drawn)	-0.2	1	26	-4	-2	3	i	-1	-1.0
COc1cccc(S(=O)(=O)N2CCN(c3ccccc3F)CC2)c1	-0.4	3	18	-1	-3	4	i	-5	-1.3
Cc1c(Cl)cnc(NC(=O)COC(=O)[C@H](C)NC(=O)c2ccccc2)c1Cl	-0.5	4	6	19	-4	1	i	-5	0.1
c1ccc2c(CCNc3ncnc4nc[nH]c34)cccc2c1	43*	-1	-45	-3	-4	0	i	-8	1.0
CCOC(=O)c1nc(Nc2ccccc2)c2ccccc2n1	-0.2	-5	-4	0	1	-1	i	-1	2.5
CCNC(=O)NC(=O)C(C)Sc1nnc(COc2ccccc2Cl)o1 (stereo not drawn)	-0.5	-5	-4	-4	9	1	i	3	-0.4
CSc1ccccc1C(=O)NCc1ccc(C)cc1	-1.3	-2	-5	-8	6	0	i	-11	-0.6
COc1ccccc1OCC(=O)NCCS(=O)(=O)N1CCN(c2ccccc2)CC1	-0.6	4	-1	-3	-6	3	i	-5	1.3
Cc1cc(=O)oc2cc(OC(C)C(=O)Nc3ccc(C(N)=O)cc3)ccc12 (stereo not drawn)	-0.5	2	0	-4	10	0	i	-8	1.1
CCOc1cc(C2NC(=O)NC2=O)ccc1O (stereo not drawn)	-0.7	0	-4	2	-3	-3	i	-5	0.7
CCOC(=O)c1c(NC(=O)CSC(=S)N(C)C)sc(C)c1C	-0.4	0	2	14	-8	-7	i	-3	0.1
COc1ccc(S(=O)(=O)CC2(O)CCN(C(=O)CC(C)C)CC2)cc1	0.1	-1	-5	1	-13	0	i	-2	-0.9
CCOC(=O)N1CCC(n2c(SCC(=O)N3CCC(C)CC3)nc3ccccc3c2=O)CC1	0.1	2	9	3	-5	3	i	0	-0.1
CSc1ncccc1C(=O)OCC(=O)N(CC(C)C)C1CCS(=O)(=O)C1 (stereo not drawn)	0.0	2	-11	-4	-1	-6	i	-3	0.9
O=C(NCC(c1cccnc1)N1CCOCC1)NC1CCCCC1 (stereo not drawn)	-0.6	1	-9	8	-6	2	i	-5	1.4
COc1ccc(CN2CCCC(C(=O)N3CCCCC3)C2)cc1 (stereo not drawn)	-0.3	2	-8	9	5	5	i	0	-0.8
COCCN1CCN(C(=O)C2CCC(=O)N(Cc3ccccc3OC)C2)CC1 (stereo not drawn)	-0.3	1	-5	-5	1	0	i	-3	0.7
O=C(CCn1c(=O)oc2ccccc21)NCc1ccco1	0.5	1	-6	-4	-4	3	i	-3	0.1
CCOC(=O)C1=C(C)NC2=C(C(=O)c3ccccc32)C1c1cccnc1 (stereo not drawn)	-0.2	0	4	12	8	3	i	0	-0.1
CC(=O)c1ccc(NC(=O)C[n+]2cccc(C)c2)cc1	0.0	1	-4	4	-4	-3	i	-1	-0.5
CCOC(=O)C1CCN(C(=O)c2n[nH]c(=O)c3ccccc23)CC1	-0.9	2	-14	0	-5	-4	i	-12	1.9

Four entries from above, with each value named:
COCCN1CCN(C(=O)C2CCC(=O)N(Cc3ccccc3OC)C2)CC1 (stereo not drawn)
  TbMetRS inhib = -0.3; Rin1 Abl inh = 1; FAS-TE inh = -5; MLLE-PAM2 inh = -5; eLon inh = 1; CSN inh = 0; Neddyl block = i; bovine MsrA act = -3; MsrA inh = 0.7
O=C(CCn1c(=O)oc2ccccc21)NCc1ccco1
  TbMetRS inhib = 0.5; Rin1 Abl inh = 1; FAS-TE inh = -6; MLLE-PAM2 inh = -4; eLon inh = -4; CSN inh = 3; Neddyl block = i; bovine MsrA act = -3; MsrA inh = 0.1
CCOC(=O)C1=C(C)NC2=C(C(=O)c3ccccc32)C1c1cccnc1 (stereo not drawn)
  TbMetRS inhib = -0.2; Rin1 Abl inh = 0; FAS-TE inh = 4; MLLE-PAM2 inh = 12; eLon inh = 8; CSN inh = 3; Neddyl block = i; bovine MsrA act = 0; MsrA inh = -0.1
CC(=O)c1ccc(NC(=O)C[n+]2cccc(C)c2)cc1
  TbMetRS inhib = 0.0; Rin1 Abl inh = 1; FAS-TE inh = -4; MLLE-PAM2 inh = 4; eLon inh = -4; CSN inh = -3; Neddyl block = i; bovine MsrA act = -1; MsrA inh = -0.5

(next part)
SMILES	TbMetRS inhib	Rin1 Abl inh	FAS-TE inh	MLLE-PAM2 inh	eLon inh	CSN inh	Neddyl block	bovine MsrA act	MsrA inh
COCc1cn(CC(=O)c2sc(NC(=O)C(C)(C)C)nc2C)nn1	-1.0	·	-12	·	2	3	i	-5	0.6
CSc1ccc(C(=O)C2CCCN(C(=O)c3ccc4c(c3)no[n+]4[O-])C2)cc1 (stereo not drawn)	0.2	-4	28	-16	3	3	i	-3	-0.5
O=C(Oc1cccc2ccccc12)c1ccccc1	0.6	-1	28	5	-7	5	i	0	1.7
O=C(CSc1ccc(Cl)cc1)NCc1ccco1	-0.1	-2	-6	-2	-3	-6	i	-2	2.5
COC(=O)C1CCN(C(=O)COC(=O)CC(NC(N)=O)c2ccc(Cl)cc2)CC1 (stereo not drawn)	-0.1	-1	-4	-6	-11	-2	i	-1	-0.3
O=C(CSc1nccc(=O)[nH]1)c1ccco1	-1.0	-2	-4	11	8	-2	i	-3	0.3
CCC1CCCCN1C(=S)NC(=O)c1ccc([N+](=O)[O-])cc1 (stereo not drawn)	0.0	1	3	14	-18	-20	i	-5	0.5
CCN(CC)C(=O)C1=C(C)N(Cc2ccc(OC)cc2)C(=O)C(CC(=O)NC2CCCC2)C1 (stereo not drawn)	-0.2	-6	-3	4	-5	0	i	-2	-1.7
O=C(Nc1ccc(F)cc1)C(CCc1ccccc1)N1CCN(CC(=O)N2CCCC2)CC1 (stereo not drawn)	-0.7	·	·	·	·	1	i	·	-1.3
O=C(Nc1cccc(-c2nc3ncccc3o2)c1)c1ccc2c(c1)OCO2	0.0	-1	-1	6	-4	-6	i	-2	-1.0
CCOc1ccccc1/C=C/c1onc(C)c1S(=O)(=O)N1CCC(C(=O)N2CCCCCC2)CC1	-0.2	2	23	5	1	-2	i	-1	0.0
CCc1nn(CC(=O)N2CCN(C)CC2)c(=O)c2cccn12	0.5	0	-4	5	-5	0	i	-3	0.1
Cc1ccccc1C(=O)Nc1nc(-c2cccnc2)cs1	0.6	-2	-4	-3	-6	0	i	-3	-1.3
Cc1cccc(/C=N/N2CCN(c3ccccc3)CC2)c1	-0.9	2	6	22	-7	2	i	-10	0.3
COC(=O)c1ccc(/C=C2/SC(=S)N(CCC(=O)NCCCN3CCOCC3)C2=O)cc1	-0.5	-2	-2	20	-12	-4	i	8.1*	0.7
S=C(NCC1CCCO1)Nc1ccccc1 (stereo not drawn)	0.0	6	-1	2	9	-16	i	-1	-1.5
COc1cccc(-c2cc(NC=O)c3ncc(-c4ccc(F)c(Cl)c4)n3c2)c1	0.2	3	14	-25	-18	7	i	-2	1.7
Cc1ccc(-n2ncc3c(=O)n(CC(=O)NC4CCCC4)cnc32)cc1C	0.1	3	-7	1	-3	3	i	1	0.1
O=C(O)C1CC1C(=O)Nc1cc(F)ccc1F (stereo not drawn)	-0.3	2	-3	-7	-8	1	i	0	1.1
O=C(O)c1cccc(Cn2cc(Br)cn2)c1	-0.1	-1	-7	-5	-4	-3	i	-5	0.1
CCOc1ccccc1N1CC(C(=O)N(Cc2nnc(-c3ccccc3Cl)o2)C2CC2)CC1=O (stereo not drawn)	-0.5	1	-3	-12	-3	6	i	-2	-0.6
O=C(O)c1cc2n(n1)C(C(F)(F)F)CC(c1ccccc1)N2 (stereo not drawn)	-0.8	-2	-4	9	1	-1	i	-1	0.6
CCCCN1C[C@H](Cc2ccccc2)[C@@H](CC(=O)Nc2ccc(OC)cc2)C1=O	-0.4	0	-3	5	7	1	i	-1	-1.9
CSc1nsc(SCC(=O)N2CCc3ccccc32)n1	-1.4	0	10	8	-4	-1	i	1	0.9
CS(=O)(=O)N(CC(=O)N/N=C/c1ccccc1C(=O)O)c1cccc(Cl)c1Cl	-0.3	1	-4	-1	-12	5	i	0	0.1
O=C(NNC(=O)c1csc(N2CCOCC2)n1)c1ccc(Cl)nc1	-0.2	4	-2	9	5	2	i	-6	1.1
CN(C)c1nc(N)ncc1-c1ccc(Oc2ccccc2)cc1	-1.4	0	-16	-6	1	-1	i	-4	0.1
c1ccc(Oc2ncnc3ccccc23)cc1	0.9	-3	-2	-8	-9	4	i	-3	0.8
Cc1c(CNC(=O)c2cnn3c2NC(c2ccccc2)CC3C(F)(F)F)cnn1C (stereo not drawn)	-0.2	-1	-2	11	2	-3	i	-1	0.4
Cc1cc(C)n2nc(C(=O)Nc3ccc(N4CCOCC4)cc3)nc2n1	-0.2	1	-5	-92	-2	2	i	-2	0.3
CCCn1c(SCC(=O)Nc2ccccc2Cl)nc(O)cc1=O	-0.7	0	-5	5	-3	10	i	-9	0.5
COc1ccc(CCNc2oc(-c3cccc4ccccc34)nc2P(=O)(OC)OC)cc1OC	0.0	-3	7	8	4	-2	·	0	0.5
